# Screens (PubChem BioAssay)
# Dengue virus CPE: antivirals protecting cells from dengue CPE – CPE readout, HTS (AID 540333); Dengue virus CPE inhibition in host cells; hits give high values; CPE inhibition, % at 20 µM; 3.1% of 10,000 active; in the data active = CPE inhibition mostly above about 9.1%, no sharp cut-off; inactive = mostly below about 7.2%
# The depositor's hits bear a star; i = inactive. The list is partial; rates above refer to the full screens.
SMILES,Dengue virus CPE
COC(=O)c1cc(C(=O)NCCN2C(=O)S/C(=C\c3cccs3)C2=O)cc([N+](=O)[O-])c1,1.0
CC(C)OC(=O)c1ccc(S(N)(=O)=O)o1,0.2
COc1cc2c(-c3ccc4cc[nH]c4c3)c(-c3ccsc3)oc(=O)c2cc1OC,6.6
C/C=C/c1ccc(OCCOc2cccc3cccnc23)c(OC)c1,0.6
C/C(=N\NC(=O)c1nc2ccccn2c1C)c1ccc2c(c1)OCO2,0.5
COc1ccc(NS(=O)(=O)c2cc(NC(=O)CCSc3ccccc3)ccc2OC)cc1,5.7
CNC(=S)Nc1cc(Cl)ccc1Oc1ccccc1,1.0
Cc1ccc(-c2nc(N3CCOCC3)sc2C(=O)N2CCCCC2)cc1,i
COc1cc(/C=N/NC(=S)Nc2cccc(C(=O)O)c2)cc(OC)c1OC,i
COCCCNCCCCOc1ccc(Br)cc1C,i
CCCCC(=O)Nc1ccc(NC(=S)NC(=O)CC(C)C)cc1OC,i
Cc1cc(C)n2cc(COc3ccc4ccccc4c3)nc2n1,0.1

# Five structures already listed, arranged by molar mass, smallest number first.
SMILES,Dengue virus CPE
COCCCNCCCCOc1ccc(Br)cc1C,i
CCCCC(=O)Nc1ccc(NC(=S)NC(=O)CC(C)C)cc1OC,i
Cc1ccc(-c2nc(N3CCOCC3)sc2C(=O)N2CCCCC2)cc1,i
COc1cc(/C=N/NC(=S)Nc2cccc(C(=O)O)c2)cc(OC)c1OC,i
COC(=O)c1cc(C(=O)NCCN2C(=O)S/C(=C\c3cccs3)C2=O)cc([N+](=O)[O-])c1,1.0

# (listing goes on)
SMILES,Dengue virus CPE
CC(=O)NS(=O)(=O)c1ccc(NC(=O)CCc2ccccc2)cc1,1.2
O=C(/C=C/c1cccs1)Nc1ccc([N+](=O)[O-])cc1,1.2
CCOc1cc(/C=N/O)ccc1OCc1ccc([N+](=O)[O-])cc1,1.5
O=C(Nc1nc2ccccc2s1)c1ccc(OCC2CCCO2)cc1 (stereo not given),0.8
Cc1ccccc1Nc1nc(N)nc(COC(=O)c2ccc(O)cc2)n1,i
Cc1nc(-c2ccc(Cl)cc2)sc1C1(C)CC(c2ccncc2)=NO1 (stereo not given),1.5
CC(C)CN(C(=O)CN1CCN(c2ccccc2O)CC1)c1c(N)n(CC(C)C)c(=O)[nH]c1=O,i
Cc1sc(NC(=O)Cn2c(=O)oc3ccccc32)nc1-c1ccc(Cl)cc1,5.7
CC/C(=N\N=C1\SC(C)C(=O)N1Cc1ccco1)c1ccccc1 (stereo not given),23*
COC(CNC(=O)C1CCCCC1C(=O)O)OC (stereo not given),0.3
COc1ccc(CCN(Cc2cccs2)S(=O)(=O)c2ccc(S(=O)(=O)N3CCC(C)CC3)cc2)cc1OC,1.3
CCn1c(C)nc2cc(C(=O)NNC(=O)CCC3CCCC3)ccc21,i
N#Cc1ccc(N2C(=O)[C@@H]3C(C(=O)C(c4ccccc4)c4ccccc4)=NN[C@@H]3C2=O)cc1,i
Cc1ccc(C)c(N(CC(=O)Nc2ccc(-c3nc4ccc(C)cc4s3)cc2)S(C)(=O)=O)c1,6.3
Clc1ccc(Cn2nc(-c3ccccc3)nc2-c2ccccc2)cc1,2.2
O=C1[C@@H]2[C@@H]3C[C@@H]([C@H]4ON=C(c5ccc(Cl)cc5Cl)[C@@H]34)[C@@H]2C(=O)N1C1CCCCC1,15*
CC(C)Sc1nc2ccc(N3C(=O)C4CCCCC4C3=O)cc2s1 (stereo not given),1.8
O=C(COC(=O)CNS(=O)(=O)c1c(Cl)cccc1Cl)Nc1cccnc1Cl,1.5
CCc1ccc(C2NC(=S)NC3=C2C(=O)CCC3)cc1 (stereo not given),i
CCn1c(SCC(=O)N/N=C/c2ccc(C)o2)nnc1-c1ccc(C(C)(C)C)cc1,0.3
CCCNC(=O)OCC12CC3CC(CC(C3)C1)C2,0.4
COc1cc(S(=O)(=O)Nc2cc(C)cc(C)c2)ccc1F,2.4
Cc1cccc(NC(=O)CCC(=O)N/N=C/c2ccco2)c1C,0.6
NCC(c1ccccc1)(c1ccccc1)c1ccccc1,2.9
O=C(O)C1=C[C@@H](c2ccccc2)C[C@@H](OCCCCO)O1,i
COc1ccc(N2CCN(CC(=O)NC(=O)NCc3ccco3)CC2)cc1,i
COc1ccccc1N1CCN(S(=O)(=O)c2ccc(-n3cnnn3)c(C)c2)CC1,0.1
COc1ccc(/C=N/Nc2nc(NCc3ccco3)nc(Nc3ccc(OC)cc3)n2)cc1,5.3
CC(=O)NS(=O)(=O)c1cccnc1Nc1cccc(Cl)c1C,1.5
CCNC(=S)N(Cc1ccco1)Cc1cc2cc3c(cc2[nH]c1=O)OCCO3,i
CNC(=O)c1[nH]cnc1C(=O)Nc1cccc(C)c1,0.6
CCCNNC(=O)C(O)(c1ccccc1)c1ccccc1,i
CC(C)=CC(=O)OCC(=O)Nc1cccc([N+](=O)[O-])c1,0.2
Cc1cc(C)cc(NC(=O)CCCSc2nc3ccccc3[nH]2)c1,1.1
O=[N+]([O-])c1cccc(-c2nnc(C34CC5CC(CC(C5)C3)C4)o2)c1,0.9
Cc1ccc(NC(=O)COC(=O)c2ccccc2Nc2ccccc2)cc1,1.4
CCCCCCCNC(=O)C1(CC2CC(c3ccc(Cl)cc3)=NO2)CCN(C(=O)C2(C)CC2)CC1 (stereo not given),1.2
CC(C(=O)Nc1sc2c(c1C(=O)NCC1CCCO1)CCC2)N1C(=O)c2ccccc2C1=O (stereo not given),i
Cc1cc(C)c2c(N)c(C(=O)c3ccc(Cl)cc3)sc2n1,4.1
C/C(=N/NC(=O)C1CCN(S(=O)(=O)c2ccc(C)cc2)CC1)c1cccc([N+](=O)[O-])c1,1.1
CC1=CSC2=NC(=O)/C(=C/c3cccc(OC(=O)c4ccco4)c3)C(=N)N12,4.5
CCSc1nnc(NC(=O)CSc2nnc(CNC(=O)c3cc(OC)c(OC)c(OC)c3)o2)s1,i
Fc1ccccc1NC(=S)N1CCCCC1,0.5
O=C1CCN(Cc2ccccc2)CCN1[C@H](COc1ccccc1)c1ccccc1,0.2
CCOC(=O)c1cccc(C2=CC(=O)C[C@H](c3ccc(OC)cc3)C2)c1,12*
COc1ccc([N+](=O)[O-])cc1NC(=O)c1ccc(N(Cc2ccccc2Cl)S(C)(=O)=O)cc1,i
CCOc1ccc(N2C(=O)S/C(=C\c3cccn3C)C2=O)cc1,i
CCCCCCNc1nc(-c2ccc(OC)cc2)c(CCC(=O)O)s1,i

# Exported with tabs: entries from further up
SMILES	Dengue virus CPE
COc1ccccc1N1CCN(S(=O)(=O)c2ccc(-n3cnnn3)c(C)c2)CC1	0.1
COc1ccc(/C=N/Nc2nc(NCc3ccco3)nc(Nc3ccc(OC)cc3)n2)cc1	5.3
CC(=O)NS(=O)(=O)c1cccnc1Nc1cccc(Cl)c1C	1.5
CCNC(=S)N(Cc1ccco1)Cc1cc2cc3c(cc2[nH]c1=O)OCCO3	i

# (cont.)
SMILES,Dengue virus CPE
COc1cccc(-c2nnn(C/C(N)=N/O)n2)c1,0.6
OCCCCNCc1ccc(OCc2ccccc2)cc1,2.3
N=C(N)SCc1ccccc1Cl,1.1
COC(=O)Cn1c(=NC(=O)c2ccc(Cl)s2)sc2cc(C)ccc21,2.9
O=C(CN1CCN(c2ccc([N+](=O)[O-])cc2)CC1)Nc1ccccn1,0.5
COC(=O)c1cnn(-c2nc(OC)cc(OC)n2)c1C,0.2
COc1ccc(Nc2nc3c(C)cccc3cc2C#N)c(OC)c1,0.6
O=S(=O)(Nc1ccc2ccccc2c1)c1ccccc1,i
O=C(NCCn1c(C(F)(F)F)nc2cc(C(F)(F)F)ccc21)[C@H]1CCCN1c1nc(CN2CCCCC2)cs1,0.9
COc1cccc(OC)c1C(=O)Oc1ccc2c(c1)O/C(=C\c1ccncc1)C2=O,0.9
CCc1cc2c(=O)[nH]c(-c3ccncc3)nc2s1,i
O=C(OC(C(=O)Nc1ccc(Cl)c(C(F)(F)F)c1)c1ccccc1)C1=COCCO1 (stereo not given),16*

# Laid out differently: 4 of the compounds above
Compound | Dengue virus CPE
OCCCCNCc1ccc(OCc2ccccc2)cc1 | 2.3
N=C(N)SCc1ccccc1Cl | 1.1
COC(=O)Cn1c(=NC(=O)c2ccc(Cl)s2)sc2cc(C)ccc21 | 2.9
O=C(CN1CCN(c2ccc([N+](=O)[O-])cc2)CC1)Nc1ccccn1 | 0.5

# Remaining list, next part
SMILES,Dengue virus CPE
CSc1cccc(NC(=O)CSc2ncccc2C(=O)Oc2cccc([N+](=O)[O-])c2)c1,4.2
Cc1cc(SC(C)C(=O)Nc2ncc(Cl)cc2Cl)nc2ccccc12 (stereo not given),5.1
COC(=O)Cc1ccc2sc(-c3ccccc3)nc2c1,i
O=C(/C=C\Nc1ccc(Br)cc1)c1cccnc1,0.1
COc1ccc(NC(=O)C(CCCCNC(=O)OC(C)(C)C)NC(=O)OCc2ccccc2)cc1 (stereo not given),0.7
CCN1C(=O)/C(=C\c2nc3ccccc3c(=O)n2-c2ccccc2)c2ccccc21,3.1
Cc1c(/C=N\NC(=O)C2COc3ccccc3O2)c2ccccc2n1C (stereo not given),0.4
CN(C)C(=O)OCc1c(-c2ccccc2)ncc2ccccc12,i
COc1cccc(CN2CCC(C(=O)N3CCN(c4ccccc4F)CC3)CC2)c1,0.2
COc1ccc2cc(CO)n(C)c2c1,0.2
Cc1ccc(NC(=O)[C@@H]2CCCN2S(=O)(=O)c2ccccc2F)cc1S(=O)(=O)N1CCOCC1,i
Cc1cc(Br)ccc1SCC(=O)OCC(=O)NC(C)c1ccccc1 (stereo not given),0.1
CCOC(=O)C1=C(O)/C(=C/c2ccc(OCC(=O)O)c(OC)c2)SC1=Nc1ccc(OCC)cc1,0.8
Cc1nc2ccc(C(=O)O)cc2nc1C,0.0
COc1ccc(C(=O)CSc2n[nH]c(-c3ccncc3)n2)cc1[N+](=O)[O-],1.0
O=C(CSc1nnc(-c2ccccc2)n1-c1ccc(Cl)cc1)NNC(=S)Nc1ccccc1,i
COc1ccc(C(=O)Nc2ccc(C)cc2C(=O)c2ccccc2)c(OC)c1,0.1
CCOc1ccc(/C=N/Nc2ccc(C(F)(F)F)cc2[N+](=O)[O-])cc1O,1.6
COc1ccc(NC(=O)COC(=O)/C=C/C(=O)OCC(=O)Nc2ccc(OC)c(Cl)c2)cc1Cl,1.2
COc1cc(/C=C(\C#N)C(=O)NCc2cccs2)ccc1O,2.3
O=C(COC(=O)CCC1CCCC1)Nc1ccc(Cl)cc1F,i
COCCCNC(=S)NC1CCCCC1,i
CC(CC(=O)Nc1ccc(C(N)=O)cc1)c1ccccc1 (stereo not given),i
O=C(O)c1ccc(NC(CSCc2ccccc2F)C(=O)O)c([N+](=O)[O-])c1 (stereo not given),i
COc1ccc(N2CCN(c3ccc(N4C(=O)COCC4=O)cc3[N+](=O)[O-])CC2)cc1,i
O=C(NC(=S)NCCC1=CCCCC1)c1cncc(Br)c1,0.1
COc1ccc(C(=O)NCC2(c3ccccc3)CCOCC2)cc1[N+](=O)[O-],0.1
O=C(N/N=C/C1CC=CCC1)c1cc(Br)ccc1O (stereo not given),0.2
O=C(CSc1nc2ccc([N+](=O)[O-])cc2[nH]1)NC1CCCC1,1.0
CCOc1ccc(C(=O)OCC(=O)Nc2ccc(SC(F)F)cc2)cc1OCC,3.0
CCCn1c(SC(C(=O)Nc2cc(C)ccc2OC)c2ccccc2)nc2ccccc2c1=O (stereo not given),4.3
CNC(=S)N/N=C/c1cc(Br)cc(Br)c1O,0.5
CC(C)N(CC#CC(O)(c1ccccc1)c1ccccc1)CCO,0.7
CCn1c(CCNC(=O)c2ccc(C)cc2)nnc1SCc1ccc(Cl)c(Cl)c1,1.4
CC(C)C(NS(=O)(=O)c1ccc2c(c1)OCCCO2)C(=O)O (stereo not given),i
Cc1cc(N/N=C/c2ccccc2)nc(NCc2ccccc2)n1,0.6
Cc1cc(C)cc(NC(=O)/C(C#N)=C/c2cn(CC(=O)NCc3ccco3)c3ccccc23)c1,i
CCCOc1cccc(OCC(=O)Nc2nc3ccccc3[nH]2)c1,2.6
FC(F)Oc1ccc(NC(=S)NCc2ccccc2)cc1,i
Cc1ccc(C(=O)Nc2nnc(SCC(=O)N3CCCc4ccccc43)s2)cc1,0.1
COC(=O)NNS(=O)(=O)c1ccc(C)cc1,1.5
CC(C)/C=N/NC(=O)c1cccc(N2CCCC2=O)c1,0.3
O=C(N/N=C/c1cccc(O)c1)c1ccc(COc2ccccc2Br)cc1,3.2
COCCCNC(=S)N1CCN(C(=O)c2ccco2)CC1,i
O=C(COC(=O)c1sc2ccccc2c1Cl)Nc1ncc(Cl)cc1Cl,0.2
Cc1ccc(C)c(C(=O)COC(=O)CCCC(=O)Nc2cc(C(F)(F)F)ccc2Cl)c1,0.0
CCOC(=O)c1[nH]c2ccc(C(=O)OC)cc2c1C(=O)OCC,0.1
CCC(=O)Nc1cccc(NC(=S)NC(=O)c2cccc(C)c2)c1,i
COc1cc(C#Cc2c(C=O)n(C)c3ccccc23)cc(OC)c1,8.4*
CC(=O)N1N=C(c2ccccc2)CC1c1cn(Cc2ccccc2)c2ccccc12 (stereo not given),6.6
COC(=O)c1ccccc1OCCCN(C)C,0.6
COc1cccc(NC(=O)Nc2ccc(Cc3ccncc3)cc2)c1,i
Cc1cccc(NC(=O)COC(=O)c2ccc3c(=O)n4c(nc3c2)CCC4)c1,0.8
COc1ccc(C(NC(=O)c2cccc(F)c2)c2ccccc2)cc1 (stereo not given),i
O=C(O)C1CC=CCC1C(=O)Nc1ccc(Oc2ccc(Cl)cc2)cc1 (stereo not given),0.1
CC(=O)OCCNc1cc(SCc2ccco2)c2nonc2c1[N+](=O)[O-],2.3
CC(C)[C@H](NS(=O)(=O)c1ccc2c(c1)OCCO2)C(=O)OCC(=O)Nc1cc(Cl)ccc1Cl,0.1
CC(C)NC(=S)N1CCN(c2ncccn2)CC1,i
CCCCC1N2CC3([N+](=O)[O-])CN1CC([N+](=O)[O-])(C2)C3(C)C (stereo not given),1.0
COC(=O)c1ccc(NC(=O)CSc2ccccc2)cc1,0.4

# (more compounds)
SMILES,Dengue virus CPE
Cc1ccc(C(=O)c2c[nH]c3c(F)cc(F)cc3c2=O)cc1,i
NS(=O)(=O)c1cnccc1Nc1ccc(Cl)c(Cl)c1,0.0
COc1cc(OC)nc(NC(=S)NC(=O)c2ccccc2)n1,0.3
O=C(Cn1cncn1)c1ccc(F)cc1F,1.0
